Source: PubChem
LMNA splice mod = LMNA splicing modulation; Potency, µM (series often up to 46.1 µM), inactives show top-dose ratio change, negative = inhibition, hits mostly inhibitors; actives 0.01% (n = 200,000); HeLa LMNA splicing GFP/RFP minigene ratio, 48 h; active means well fitted inhibition curve with a large enough effect in the signal ratio, with a control signal flat, not every such curve was filed as active; inconclusive means small, poorly fitted or top-dose-only effect, or effect the other way, or a change in a side signal; the % refers to the signal ratio; further: potency means the concentration at half of the fitted maximal effect; on the % scale 0 is the no-effect control and ±100 the full control effect
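Read-out is the ratio of GFP to DsRed2 object intensity, acquired by 488 nm laser-scanning cytometry on HeLa lamin A-EGFP minigene reporter cells. Compound incubation 48 hrs at 37 °C in Opti-MEM with 2% FBS; DMSO 0.5% final.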
CBFb RUNX1 block = CBF-beta/RUNX1 interaction disruption. Q01196+Q13951. AlphaScreen CBFb-His/RUNX1-biotin binding, biochemical. Potency, µM (top dose mostly 59.8 µM), for the others: top-dose activity, negative = inhibition, most hits filed as inhibitors. 230,000 tested, under 10 active; further: % of control where 0% means no effect
Target sequence (Q01196 whole entry, looked up): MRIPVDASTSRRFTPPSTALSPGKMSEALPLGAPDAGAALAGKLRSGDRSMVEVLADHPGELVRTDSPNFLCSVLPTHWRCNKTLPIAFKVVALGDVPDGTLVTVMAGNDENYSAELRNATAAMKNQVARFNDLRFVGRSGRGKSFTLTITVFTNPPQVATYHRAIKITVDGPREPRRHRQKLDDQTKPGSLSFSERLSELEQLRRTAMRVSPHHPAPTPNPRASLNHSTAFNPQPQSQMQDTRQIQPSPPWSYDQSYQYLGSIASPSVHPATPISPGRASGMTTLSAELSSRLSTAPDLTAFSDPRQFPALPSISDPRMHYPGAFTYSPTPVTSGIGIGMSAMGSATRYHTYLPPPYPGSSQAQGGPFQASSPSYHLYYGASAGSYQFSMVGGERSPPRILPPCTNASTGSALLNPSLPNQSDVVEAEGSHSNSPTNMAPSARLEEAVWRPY
Target sequence (Q13951 whole entry, looked up): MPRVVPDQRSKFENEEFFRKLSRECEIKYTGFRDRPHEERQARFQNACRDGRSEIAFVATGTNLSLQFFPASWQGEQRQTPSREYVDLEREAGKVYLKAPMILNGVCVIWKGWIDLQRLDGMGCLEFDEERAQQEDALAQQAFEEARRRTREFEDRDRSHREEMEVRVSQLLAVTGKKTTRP
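Proteins preincubated together for 20 min at RT before compound addition; 15 min later, nickel and streptavidin beads were added and left 90 min prior to AlphaScreen measurement.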
NPSR antagonist = blocks cAMP signaling of the human neuropeptide S receptor; CHO-NPSR cells, cAMP TR-FRET, antagonist mode; actives 1% (n = 220,000); Q6W5P4; Potency, µM (titrated, usually from 38.3 µM), without a hit: top-dose activity change, negative = inhibition, actives largely listed as inhibitors; further: potency means the concentration at half of the fitted maximal effect; on the % scale 0 is the no-effect control and ±100 the full control effect; nearly all actives have a fitted effect of over 50% in size; many of its hits are not listed in these tables
IMPase Li cell = membrane-permeable IMPase blocker, potentiated with lithium; actives 0.35% (n = 210,000); CHO-M1 cells, IP1 TR-FRET (IP-One), carbachol + lithium; Potency, µM (series often up to 59.4 µM), for the others: at the top dose activity, negative = IMPase inhibition, most hits filed as inhibitors; AID 1457;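 further: IP1 builds up when IMPase is blocked and the TR-FRET signal falls; potency means the concentration at half of the fitted maximal effect; plate controls were basal vehicle for no effect and high inhibitor control for full effect; nearly all actives have a fitted effect of over 50% in size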
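CHO cells stably expressing M1 receptor (2000/well) were cultured 16–30 h, then exposed to compounds with a small lithium addition for 30 min at 37C. IP1 was measured by TR-FRET competition; AC50 from Hill fits.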
aGal spleen mod = inhibitors or activators of human alpha-galactosidase in spleen homogenate. P06280. human spleen homogenate, 4MU-alpha-Gal fluorescence, 40 min. Potency, µM (series often up to 80 µM), for inactives: at the highest dose activity change, negative = inhibition, most hits filed as inhibitors. actives 0.008% (n = 240,000). AID 2107;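 further: potency means the concentration at half of the fitted maximal effect; 0% = enzyme with vehicle and -100% = no enzyme basal signal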
Target sequence (P06280 32-429 limits assumed): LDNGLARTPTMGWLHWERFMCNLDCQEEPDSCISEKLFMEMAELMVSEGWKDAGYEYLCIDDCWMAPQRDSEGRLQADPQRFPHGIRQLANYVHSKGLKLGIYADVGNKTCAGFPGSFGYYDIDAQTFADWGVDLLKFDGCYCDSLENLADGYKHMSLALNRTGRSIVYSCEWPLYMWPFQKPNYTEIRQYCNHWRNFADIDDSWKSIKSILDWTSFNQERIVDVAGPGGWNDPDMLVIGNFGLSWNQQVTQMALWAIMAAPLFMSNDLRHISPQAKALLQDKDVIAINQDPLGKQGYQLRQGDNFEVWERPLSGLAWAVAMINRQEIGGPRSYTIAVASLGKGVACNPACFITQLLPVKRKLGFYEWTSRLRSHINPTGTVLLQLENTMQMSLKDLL
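Human spleen homogenate (1 ug) as enzyme source, 4-methylumbelliferyl-alpha-D-galactopyranoside 1 mM final, citrate/phosphate pH 5.0 with 0.01% Tween-20. Compounds 40 min at 37C, NaOH/glycine stop; fluorescence Ex 365/Em 440, Hill-fit AC50.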
Luc counter = blocks Kinase-Glo luciferase, a counter-screen artifact; Potency, µM (titrated, usually from 38.3 µM), inactives show at the highest dose activity change, negative = inhibition, most hits filed as inhibitors; Q27757; actives 0.28% (n = 200,000); Kinase-Glo luciferase, ATP luminescence, 8 min; further: potency means the concentration at half of the fitted maximal effect; on the % scale 0 is the no-effect control and ±100 the full control effect; nearly all actives have a fitted effect of over 60% in size
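Substrate mix (final 50 mM imidazole pH 7.2, 50 mM KCl, 7 mM MgCl2, 10 uM ATP, 0.01% Tween 20, 0.05% BSA) plus pin-tool compound, then Kinase-Glo detection mix; 8 min ambient, luminescence read.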
Epigenetic derep = regulators of epigenetic silencing causing reporter derepression in mouse cells; murine LDR cells, GFP reporter derepression, 30 h; Potency, µM (titrated, usually from 53.9 µM), inactives show at the top dose GFP activation, most hits filed as activators; actives 0.2% (n = 280,000); AID 1865; further: potency means the concentration at half of the fitted maximal effect; % of control where 0% means no effect; nearly all actives have a fitted effect of over 60% in size
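Murine LDR cells bearing a silenced CMV-driven GFP reporter were exposed to compound for 30 h at 37 C. After PBS washes, GFP-positive cells (20-120 um objects) counted by laser-scanning microplate cytometry.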
The depositor's hits bear a star; u = inconclusive; x = no result given; [ ] = remark or other dose. Unless noted, the call rests on the fitted dose curve; in most records, active means well fitted curve in the direction sought with a large enough effect; inconclusive means small, poorly fitted or top-dose-only effect, or another doubt; inactive means no such curve, though single readings can be large; an effect the other way counts as inactive or inconclusive.

SMILES	LMNA splice mod	Epigenetic derep	Luc counter	aGal spleen mod	CBFb RUNX1 block	IMPase Li cell	NPSR antagonist
N#CC1=C(SCC(=O)NC23CC4CC(CC(C4)C2)C3)NC(=O)C(C#N)C12CCCCC2 (stereo not given)	u	0.0%	2.5%	-7.3%	-10.2%	8.8%	-14.1%[46.1 µM]
Cc1nnc(SCC(=O)NNC(=O)c2ccccc2)n1-c1ccccc1	-8.5%	-1.1%	-1.5%	3.8%	-7.1%	-8.1%	19.7%
O=C(NCCc1c[nH]c2ccccc12)/C(=C\c1cccs1)NC(=O)c1ccccc1	-8.5%	0.0%	-0.1%	4.1%	-0.7%	4.1%	-13.1%
CC1=C(C#N)C2(O)C(=O)c3ccccc3C2(O)N1 (stereo not given)	3.6%[46 µM]	1.8%	-0.5%	-1.0%	-10.0%	3.3%	4.8%
COCCNC(=O)Cn1cnc2sc(C)c(S(=O)(=O)N3CCC(C)CC3)c2c1=O	9.1%	0.8%	x	u	15.2%	x	-4.2%[46.1 µM]
CC1=C(C)CC(C(=O)NNC(=O)c2csc(C)c2C)C(C(=O)O)C1 (stereo not given)	0.7%	0.0%	0.9%	4.9%	-24.4%	-2.5%	13.7%
COC(=O)C1=C(C)N(c2ccc(F)c(Cl)c2)C(=O)C1	u	-2.0%	-2.5%	5.1%	5.5%	17.1%[38.3 µM]	-8.4%[46.1 µM]
Cn1c(=O)c2c(ncn2CC(=O)N2CCN(c3cccc(Cl)c3)CC2)n(C)c1=O	5.7%	-2.1%	2.7%	-1.0%	5.6%	-1.5%[38.3 µM]	-2.6%[46.1 µM]
Cc1ccc(CNC(=O)c2cc(C)nn2-c2ccccc2)cc1	x	0.1%	x	6.7%	1.2%	x	-0.2%
Cc1noc(C)c1CSc1nc2ccccc2s1	-3.7%	-0.8%	-1.4%	8.4%	8.6%	16.4%[38.3 µM]	-7.5%[46.1 µM]
CCOc1ccc2nc(N3CCOCC3)nc(C)c2c1	5.0%	3.5%	-1.7%	21.0%	29.1%	7.0%	27.8%[46.1 µM]
O=C(Cn1c(=O)oc2cc(S(=O)(=O)N3CCCC3)ccc21)NCc1ccccn1	-7.5%	-0.8%	1.9%	1.5%	11.0%	48.9%[activator][38.3 µM]	-2.3%[46.1 µM]
O=C(CC(c1ccc(F)cc1)c1ccco1)N1CCCC1 (stereo not given)	10.5%	-1.8%	x	11.9%	-1.8%	x	-7.2%[46.1 µM]
O=[N+]([O-])c1ccc(C2=NN(CCO)C(=Nc3ccc(OC(F)(F)F)cc3)SC2)cc1	24.0%[46 µM]	1.1%	x	0.8%	-9.5%	x	55.8%
Cc1nc2ncc(Br)cc2[nH]1	3.8%	14.3%	-0.6%	2.3%	14.2%	-10.0%	7.9%
CCN(C1CCS(=O)(=O)C1)S(=O)(=O)c1cccs1 (stereo not given)	11.6%	-3.4%	-0.1%	3.8%	2.3%	16.1%[38.3 µM]	5.3%[46.1 µM]
Cc1cc(-c2nnc3n2CCCCC3)c(C)n1-c1ccccc1	-2.0%	-0.1%	0.8%	-6.5%	-10.7%	-3.0%[38.3 µM]	-10.9%[46.1 µM]
O=C(NC(=S)N1CCN(c2ccc(O)cc2)CC1)c1cccs1	x	1.1%	x	5.4%	-2.1%	x	-5.9%
COc1ccc2nc(C)c3cc(C)oc3c2c1	2.9%	0.0%	0.4%	0.6%	3.9%	21.3%[38.3 µM]	0.0%[46.1 µM]
COc1ccc(C(C)=O)cc1COC(=O)Cn1cnc2ccccc2c1=O	5.9%	0.0%	1.5%	10.6%	-2.0%	8.1%[38.3 µM]	-3.8%[46.1 µM]
C=CCSc1nc(N)c(C(=O)Nc2ccccc2)cc1C#N	2.2%	-5.7%	-1.4%	-7.6%	4.4%	32.9%[38.3 µM]	-16.2%[46.1 µM]
Cc1oc(C(C)(C)C)cc1C(=O)NC(Cc1ccccc1)C(=O)O (stereo not given)	x	2.5%	-0.7%	-1.3%	5.8%	-6.3%	-2.2%
Cc1ccc(OCC(=O)N2CCN(C(=O)c3ccco3)CC2)cc1	x	-0.9%[10.1 µM]	-0.7%	2.7%	-0.3%	3.8%	4.1%
COc1ccccc1CN(C)C(=O)C1COc2ccccc2O1 (stereo not given)	-9.9%	-1.0%	-0.6%	22.3%	7.7%	10.3%[38.3 µM]	-11.4%[46.1 µM]
Cc1ccc(NS(=O)(=O)c2ccc(NC(=O)c3ccc(Br)o3)cc2)c(C)c1	u	2.4%	3.1%	-27.7%	-12.9%	31.1%[38.3 µM]	-7.8%[46.1 µM]
O=C(Nc1ccc(N2CCOCC2)cc1)c1cc(-c2ccncc2)nc2ccccc12	x	0.5%	x	11.2%	-8.5%	x	u
CCC(C)n1c(SC(C)C#N)nc2ccccc2c1=O (stereo not given)	-0.5%	-0.4%	-1.3%	10.1%	10.6%	6.7%[38.3 µM]	-19.0%[46.1 µM]
O=C(CCNC(=O)c1ccc([N+](=O)[O-])cc1)Nc1nccs1	-8.7%[46 µM]	-0.8%	2.0%	-6.1%	4.6%	-4.3%	8.1%
Cc1ccc(C(CC(=O)NCCCN(C)C)c2ccc(OC(C)C)cc2)cc1 (stereo not given)	x	1.0%	x	-0.6%	10.6%	x	0.4%
Cc1nc([N+](=O)[O-])c(Br)n1CC(=O)c1ccc(Br)cc1	u	-0.2%	6.2%	-2.0%	1.9%	24.7%[38.3 µM]	-7.8%[46.1 µM]
COCCNC(=O)CSc1ccccc1C(=O)NCC1CCCCC1	-2.0%[46 µM]	-3.4%	0.6%	-2.3%	3.2%	18.0%	18.5%
Cc1cccc(N2CC(C(=O)O)CC2=O)c1 (stereo not given)	3.2%	-0.1%	0.9%	5.5%	5.1%	-1.7%[38.3 µM]	-1.1%[46.1 µM]
CCOc1ccccc1CN1CCC(CO)(CCOc2ccccc2)CC1	x	-3.1%	5.1%	2.9%	0.1%	11.1%	12.5%
CCOC(=O)Cn1c(=O)c2c(nc(Br)n2Cc2ccc(Cl)cc2)n(C)c1=O	-3.5%	1.0%	0.6%	17.8%	-9.1%	-23.6%[38.3 µM]	-3.5%[46.1 µM]
O=C(COc1ccc(Cl)cc1)NCC(=O)N/N=C/c1cccs1	x	5.8%	-3.3%	7.8%	-17.9%	-3.0%	14.2%
Cc1c(C)c2c(c(C)c1OC(=O)c1cccnc1)CC[C@@](C)(CCC[C@H](C)CCC[C@H](C)CCCC(C)C)O2	-7.2%	x	x	-8.6%	4.8%	x	x
CCCCC(=O)N/N=C/c1sccc1C	13.5%	0.0%	-2.0%	1.6%	13.1%	0.5%	5.4%
CC(C)CC(COCc1ccc(C(F)(F)F)cc1)N1CCN(C(=O)c2ccc(C(F)(F)F)cc2)CCC1=O (stereo not given)	u	6.2%	-3.8%	-1.0%	7.4%[2.36 µM]	0.6%	-49.9%
S=C(NCc1cccnc1)Nc1ccc(Oc2ccccc2)cc1	u	-1.9%	-0.2%	2.2%	12.0%	13.9%	-2.8%
C#CCCCO/N=C1/C[C@@H](O)[C@@H](O)[C@@H]2[C@@H]3C(=O)N(c4cccc(Oc5ccccc5)c4)C(=O)[C@H]3CC[C@@H]12	x	2.2%[10.1 µM]	x	-8.8%[17.5 µM]	-8.7%[13.1 µM]	x	x

Three of these compounds in a different format:
> O=C(CCNC(=O)c1ccc([N+](=O)[O-])cc1)Nc1nccs1
  LMNA splice mod: -8.7%[46 µM]
  Epigenetic derep: -0.8%
  Luc counter: 2.0%
  aGal spleen mod: -6.1%
  CBFb RUNX1 block: 4.6%
  IMPase Li cell: -4.3%
  NPSR antagonist: 8.1%
> Cc1ccc(C(CC(=O)NCCCN(C)C)c2ccc(OC(C)C)cc2)cc1 (stereo not given)
  LMNA splice mod: x
  Epigenetic derep: 1.0%
  Luc counter: x
  aGal spleen mod: -0.6%
  CBFb RUNX1 block: 10.6%
  IMPase Li cell: x
  NPSR antagonist: 0.4%
> Cc1nc([N+](=O)[O-])c(Br)n1CC(=O)c1ccc(Br)cc1
  LMNA splice mod: u
  Epigenetic derep: -0.2%
  Luc counter: 6.2%
  aGal spleen mod: -2.0%
  CBFb RUNX1 block: 1.9%
  IMPase Li cell: 24.7%[38.3 µM]
  NPSR antagonist: -7.8%[46.1 µM]

More compounds:
SMILES	LMNA splice mod	Epigenetic derep	Luc counter	aGal spleen mod	CBFb RUNX1 block	IMPase Li cell	NPSR antagonist
O=C(O)c1cccc(Nc2c([N+](=O)[O-])c(=O)oc3ccccc23)c1	x	3.2%	x	-6.7%	-2.0%	x	-12.5%
CC(C)Oc1ccc(C(=O)Nc2nnc(SCC(=O)N3CCOCC3)s2)cc1	-17.1%	-1.0%	-0.5%	5.9%	-0.1%	-6.8%	11.4%
Cc1ccc(S(=O)(=O)O/N=C2\CCCc3ccccc32)cc1	15.6%	0.8%	-0.4%	12.8%	3.9%	47.0%[activator][38.3 µM]	-4.8%[46.1 µM]
O=CN1CCc2scc[n+]2-c2ccccc21	-0.9%	0.0%	-1.2%	6.4%	10.1%	1.4%	-6.5%[46.1 µM]
CCOC(=O)C1(Cc2ccc(OC)cc2)CCN(C(=O)CN2CCN(CC)CC2)CC1	x	-2.0%	1.7%	-1.3%	6.2%	6.5%	-17.1%
CN(C(=O)COC(=O)c1cc(-c2ccc(Cl)s2)nc2ccccc12)C1CCS(=O)(=O)C1 (stereo not given)	x	9.7%	-1.8%	0.4%	u	-10.4%	-23.2%
Cn1c(=O)c(=O)n(C)c2cc(S(=O)(=O)Nc3ccc4c(c3)OCCO4)ccc21	1.1%	0.9%	-1.3%	1.6%	0.2%	24.6%[38.3 µM]	1.4%[46.1 µM]
CCC(C)c1ccc(OCCN2CCCC2)cc1 (stereo not given)	7.2%	-5.8%	2.2%	8.9%	-2.6%	1.8%[38.3 µM]	-7.5%[46.1 µM]

Some of the compounds tested. The share of hits here may be higher or lower than overall.
